# SRC2 inh – human SRC2 (NCOA2) inhibition. Q15596. HEK293 GAL4-SRC2 luciferase reporter, luminescence. inhibition, % at 9 µM. 0.17% of 370,000 active. AID 651957;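 active = inhibition above the mean inhibition of all tested compounds plus 3 SD, set per campaign, cut at about 52% in these data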;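 also: 0% = DMSO treated cells and 100% = cells given Gossypol at 36 µM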
# LRH-1 inv ag – NR5A2 inverse agonism in reporter assay | 0.13% of 360,000 active | HEK293T StAR-luciferase reporter, LRH-1 transfected, 24 h | O00482 | inhibition, % at 3.6 µM;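 active = inhibition above the mean inhibition of all tested compounds plus 3 SD, cut at about 73% in these data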;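 also: 0% = DMSO wells and 100% = reporter-only cells lacking LRH-1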
# TRAIL sens C8 – sensitizes caspase-8 expressing cells to TRAIL; inhibition (viability loss, TRAIL sensitization), % at 10 µM; AID 624354; NB7+C8 cells + TRAIL, ATPlite viability luminescence; 1% of 360,000 active;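 active = compounds causing at least 50% loss of cell viability in the single-dose screen, relative to plate controls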
# COUP-TFII inh – inhibitors of human COUP-TFII (NR2F2). P24468. HEK293T NGFI-A luciferase reporter, luminescence. inhibition, % at 8.6 µM. 0.7% of 370,000 active;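 active = inhibition above a per-plate cutoff, mean inhibition of test wells between control levels plus 3 SD, cut at about 38% in these data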;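 also: cells cotransfected with COUP-TFII expression vector driving the NGFI-A reporter; 0% = median of COUP-TF2 test wells and 100% = reporter-only cells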
# TWEAK-Fn14 inh – inhibitors of TWEAK-Fn14 interaction signaling | inhibition, % at 10 µM | TWEAK-stimulated Fn14 reporter cells, luciferase luminescence, 8 h | 2% of 360,000 active; in the data active = inhibition above about 50%
# TROY signal inh – blocks TROY-dependent signaling in reporter cells; AID 1347056; Q293 LMP1-TROYcd NF-kB luciferase reporter, 4 h; inhibition, % at 10 µM; 0.98% of 360,000 active;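 active = compounds whose plate-normalised and pattern-corrected inhibition of the luciferase reporter signal at the single screening dose is 50% or more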
# CF NFkB block – cystic fibrosis NF-kB activation inhibition | KKLEB NF-kB-GFP reporter, PAF-induced, GFP fluorescence overnight | inhibition, % at 5 µM | AID 588850 | 0.86% of 360,000 active;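 active = at least 50% inhibition at 5 µM, scaled per plate between neutral and stimulator controls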;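 also: PAF is a Pseudomonas aeruginosa culture filtrate used as stimulus; plate controls were PAF-stimulated DMSO wells for no effect and unstimulated DMSO wells for full effect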
# LMP1 NFkB inh – Epstein-Barr LMP1 NF-kappaB reporter inhibition | 0.69% of 350,000 active | LMP1-induced NF-kappaB luciferase reporter cells, luminescence | inhibition, % at 12.5 µM; in the data active = inhibition above about 41%;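 also: 0% = neutral control wells and 100% = reference inhibitor control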
# KKLEB cytotox – reduces viability of KKLEB cystic fibrosis airway cells. KKLEB CF airway cells viability, ATPlite luminescence, overnight; active compounds read low; cells stimulated with P. aeruginosa culture filtrate. activity change (cytotoxicity), % at 5 µM. 0.36% of 360,000 active;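 active = corrected activity change at or below -50% at 5 µM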
# NCOA3 inh – human NCOA3 inhibition | Q9Y6Q9 | HEK293 GAL4-SRC3 luciferase reporter, luminescence | inhibition, % at 3.6 µM | 0.17% of 360,000 active;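 active = inhibition above a per-campaign cutoff, the mean of all compounds plus 3 SD, cut at about 60% in these data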;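 also: 0% = DMSO-treated cells and 100% = gossypol-treated cells at 36 µM; higher means less SRC3-driven luciferase light from the GAL4 reporter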
# Target sequence (Q9Y6Q9 whole entry, looked up, the tested form may be a part): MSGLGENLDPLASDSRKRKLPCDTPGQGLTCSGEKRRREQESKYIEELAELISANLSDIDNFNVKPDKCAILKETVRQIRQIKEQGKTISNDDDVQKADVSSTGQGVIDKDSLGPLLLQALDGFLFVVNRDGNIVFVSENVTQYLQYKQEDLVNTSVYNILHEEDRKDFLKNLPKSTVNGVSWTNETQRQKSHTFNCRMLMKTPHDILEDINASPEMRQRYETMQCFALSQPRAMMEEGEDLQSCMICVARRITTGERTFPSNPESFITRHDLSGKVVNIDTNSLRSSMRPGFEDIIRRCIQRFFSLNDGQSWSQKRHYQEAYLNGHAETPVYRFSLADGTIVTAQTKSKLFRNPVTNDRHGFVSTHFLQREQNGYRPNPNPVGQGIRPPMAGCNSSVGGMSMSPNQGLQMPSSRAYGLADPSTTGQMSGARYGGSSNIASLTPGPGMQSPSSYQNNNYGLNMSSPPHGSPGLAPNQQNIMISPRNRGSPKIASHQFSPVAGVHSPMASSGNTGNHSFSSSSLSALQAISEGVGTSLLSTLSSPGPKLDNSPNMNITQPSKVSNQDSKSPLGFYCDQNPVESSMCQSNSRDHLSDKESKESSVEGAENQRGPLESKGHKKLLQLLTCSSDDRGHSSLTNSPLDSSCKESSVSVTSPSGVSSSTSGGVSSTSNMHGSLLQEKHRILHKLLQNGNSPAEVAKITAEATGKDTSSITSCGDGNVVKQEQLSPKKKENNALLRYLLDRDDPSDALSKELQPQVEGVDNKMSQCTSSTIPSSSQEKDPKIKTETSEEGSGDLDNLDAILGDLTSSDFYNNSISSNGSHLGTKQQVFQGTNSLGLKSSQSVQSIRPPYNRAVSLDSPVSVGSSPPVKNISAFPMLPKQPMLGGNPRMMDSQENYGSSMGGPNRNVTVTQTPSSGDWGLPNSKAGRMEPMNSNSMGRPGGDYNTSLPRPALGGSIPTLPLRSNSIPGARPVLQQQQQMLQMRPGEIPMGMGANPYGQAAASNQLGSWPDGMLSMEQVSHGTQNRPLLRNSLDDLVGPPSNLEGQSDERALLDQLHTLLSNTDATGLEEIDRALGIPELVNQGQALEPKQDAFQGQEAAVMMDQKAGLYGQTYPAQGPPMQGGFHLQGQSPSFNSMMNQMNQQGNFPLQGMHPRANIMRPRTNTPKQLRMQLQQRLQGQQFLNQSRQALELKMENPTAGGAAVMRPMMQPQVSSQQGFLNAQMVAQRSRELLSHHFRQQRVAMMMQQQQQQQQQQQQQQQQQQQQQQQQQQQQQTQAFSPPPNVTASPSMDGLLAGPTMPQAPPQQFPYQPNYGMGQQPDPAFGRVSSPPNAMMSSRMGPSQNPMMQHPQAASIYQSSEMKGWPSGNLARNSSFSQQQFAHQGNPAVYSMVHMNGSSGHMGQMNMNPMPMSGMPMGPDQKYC
# SRC1 inh – inhibits human SRC1 coactivator | HEK293 GAL4-SRC1 luciferase reporter, luminescence | inhibition, % at 3.6 µM | AID 588354 | 0.12% of 360,000 active | Q15788;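 active = inhibition above the campaign mean plus 3 SD, with each screening campaign given its own cutoff, cut at about 60% in these data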;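 also: 0% = DMSO treated cells and 100% = gossypol at 36 µM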
# * = called active by the depositor; · = not tested or not shown.
no.	mol	SRC2 inh	LRH-1 inv ag	TRAIL sens C8	COUP-TFII inh	TWEAK-Fn14 inh	TROY signal inh	CF NFkB block	LMP1 NFkB inh	KKLEB cytotox	NCOA3 inh	SRC1 inh
1	COc1cc(/C=C2/C(=N)N3OC(C)=CC3=NC2=O)ccc1OC(=O)c1ccco1	4	7	4	5	4	5	9	8	-15	-4	-22
2	CN(C(=O)CSc1nncc2ccccc12)C1CCCCC1	-62	0	-5	7	-18	-16	11	-5	10	-2	-2
3	COc1ccc(CNc2ncc(-c3cccc([N+](=O)[O-])c3)n2C)c(OC)c1OC	8	-3	6	-2	-9	12	-4	-1	-2	4	1
4	C[N+]1(CC(=O)Nc2ccccc2Cl)CCN(C(=O)c2cccs2)CC1	-1	7	4	16	4	15	9	-14	1	-7	-2
5	O=C1OC[C@@H]2CCCN2C(=O)[C@H](CC(=O)N(CCO)Cc2ccccc2)C/C=C\C[C@H]1Cc1ccc(F)cc1	-49	-5	1	-2	10	-12	4	-6	-2	16	-11
6	C=CCn1c(C)nnc1SCC(=O)N1CCN(S(=O)(=O)c2ccccc2)CC1	-12	-28	-19	9	-1	-11	-15	6	-1	8	9
7	Cn1ncc(Br)c1C(=O)NC(=S)N1CCN(c2ccccn2)CC1	-20	-1	-7	-4	2	-5	-6	-2	0	-11	7
8	CCc1ccc(N=C2NC(=O)/C(=C/c3ccc(OCC(=O)O)cc3)S2)cc1	-15	-12	30	26	-9	-9	-11	6	12	4	-50
9	Nc1c(C(=O)Nc2ccc3c(c2)OCCO3)nnn1CCc1ccccc1	-52	-77	19	-28	-2	-46	31	-17	-9	-69	-68
10	Cn1nnnc1SCc1nnc(-c2ccc(Cl)cc2)o1	-14	0	-1	-9	-16	-16	-26	-5	6	-41	-15
11	NNC(=O)c1cc(Br)cs1	-9	-36	12	-9	-17	-17	6	-27	-2	-21	-11
12	O=C1CCN(S(=O)(=O)c2ccccc2)CCN1CCOCc1ccccc1	-8	0	-20	-1	3	6	-24	-1	2	-10	-13
13	O=C(COC(=O)c1cc(Cl)ccc1O)NCCC1=CCCCC1	-21	-5	-2	-13	10	3	-18	-2	3	15	-4
14	O=C(Cn1nc2n(c1=O)-c1ccccc1SC2)N/N=C/c1cccs1	3	8	-4	-2	2	0	-7	-3	3	8	15
15	Cn1c(=O)c2c(nc(N3CCc4ccccc4C3)n2C)n(C)c1=O	-17	-7	-4	5	5	11	-16	-7	10	3	2
16	COc1ccc(CCNc2oc(-c3ccccc3OC)nc2C#N)cc1OC	-12	13	-26	-16	-17	12	8	5	1	-7	13
17	O=C(CC(=O)c1cccs1)c1ccncc1	-15	-85	4	-33	-23	-49	-10	-2	7	-69	-66
18	CC(C)n1c(N)c(C#N)c2ccc([N+](=O)[O-])cc2c1=O	-46	6	4	16	-16	-2	-24	-3	-4	4	-14
19	O=C(Nc1ccc(S(=O)(=O)N2CCOCC2)cc1)c1cc(-c2cc(Cl)ccc2O)n[nH]1	-25	11	37	-16	91*	69*	23	-5	-44	9	1
20	CCCCC[n+]1cccc2c3ccccc3ccc21	-29	78*	34	64*	15	29	-29	2	-42	57	51
21	CCCCC(=O)Nc1ncc(Br)s1	·	-31	-8	·	21	-13	11	-12	10	-1	0
22	CCCCCOC(=O)Cn1c(=O)oc2ccc(C)cc21	5	8	-9	1	-11	-18	-6	2	0	3	11
23	Nc1ccn(C2CCCCO2)c(=O)n1 (configuration not stated)	-32	-3	-6	-20	27	-19	-3	-2	0	10	6
24	O=C(CN1CCCCCC1)N/N=C/c1cccc(Cl)c1	5	-6	-10	14	-7	12	-4	5	14	16	-16
25	CCN1CCN(C(=S)NCC2CCCO2)CC1 (configuration not stated)	-5	6	-11	-23	8	19	-3	-6	-1	15	1
26	Cc1c(-c2nc(-c3cccnc3)no2)cccc1[N+](=O)[O-]	-32	12	8	-33	-3	-23	-16	-28	4	-27	-128
27	Cc1ccc(-c2nn3c(C)nnc3c3ccccc23)cc1S(=O)(=O)NCCO	-14	5	-4	-58	-5	-21	-60	0	6	-1	-6
28	CCCN(CCC)CCCNC(=O)C1c2cc(OC)c(OC)cc2C(=O)N(C)C1c1cccnc1 (configuration not stated)	-1	5	-9	13	10	-3	2	2	10	19	16
29	Cn1c(=O)c2c(ncn2CCC(=O)N/N=C/c2ccccc2)n(C)c1=O	-13	-9	5	-1	1	-1	-17	0	-1	22	4
30	CCN(Cc1ccccc1)C(=O)c1cccc(S(=O)(=O)N2CCN(c3ccc(F)cc3)CC2)c1	-16	18	10	5	15	17	17	1	6	17	-2
31	Cc1cccc(NC(=O)COc2coc(CN3CCN(Cc4ccccc4)CC3)cc2=O)c1	4	2	10	8	4	9	-44	12	-1	10	-1
32	COc1ccc(Cl)cc1NC(=O)CN(C)C(=O)C1COc2ccccc2O1 (configuration not stated)	11	-31	-4	19	18	-2	6	-2	4	11	-6
33	CCC(=O)Nc1c(C)c(CC)nc2ccccc12	1	2	-17	10	-21	-5	6	-6	4	1	14
34	O=C(COc1ccccc1C(=O)Nc1ccccc1)c1ccc(Br)cc1	-1	-3	4	17	-3	0	10	4	-5	4	-6
35	FC(F)(F)c1ccc(-c2cccc3c2C2CC3CCN2Cc2ccc3c(c2)OCO3)cc1 (configuration not stated)	8	-9	-8	-9	3	7	8	·	-22	19	24
36	CC(C)C[C@@H](CN)NC(=O)c1nc[nH]c1C(=O)N[C@@H](C)C(=O)CNC[C@H](CC(C)C)NC(=O)c1nc[nH]c1C(=O)N[C@@H](Cc1ccccc1)C(=O)O	20	-1	-15	5	17	-8	-6	2	10	-5	2
37	COc1ccc(NC(=O)/C(C#N)=C/c2cc(C)n(-c3ccc(N4CCOCC4)c([N+](=O)[O-])c3)c2C)cc1	19	19	27	-12	79*	38	11	44*	-11	5	-1
38	c1ccc2sc(SCc3ccc(-c4nnco4)cc3)nc2c1	8	-94	13	13	19	-20	16	-24	-2	-10	-73
39	COc1cc2c(cc1OC)CN(C(=O)CN1C(=O)c3ccc([N+](=O)[O-])cc3C1=O)CC2	-20	-8	-1	10	-6	-13	-7	-6	23	16	1
40	Cc1ccc(S(=O)(=O)N2CCN(C(=O)c3sccc3-c3ccccc3)CC2)cc1	30	-5	-13	8	2	-14	13	1	1	-9	-11
41	Cc1ccc(F)c(S(=O)(=O)NC(=O)C2(C)CCN2C(=O)Cc2cccs2)c1 (configuration not stated)	-17	7	1	0	21	-4	7	·	8	1	0
42	O=C(N/N=C/c1ccco1)c1ccccn1	-38	-98	15	-36	19	-30	-10	-15	4	-45	-52
43	COc1cc(C(C)=O)ccc1OCC(=O)Nc1cc(C)on1	-47	-55	-12	-28	-8	-45	-2	-8	-11	-28	-57
44	Cc1ccc(S(=O)(=O)NCC(=O)NCCc2c[nH]c3ccccc23)cc1C	-12	15	-1	-8	12	0	-20	-1	12	-15	-11
45	NC(=O)Nc1ccc(C(=O)OCC(=O)N2CCCC2=O)cc1	-15	13	2	2	-12	-1	16	2	1	-6	2
46	Cc1cc(=O)oc2c(C)c(OC(C)C(=O)NCCCN3CCOCC3)ccc12 (configuration not stated)	-29	14	18	-2	16	2	11	-4	10	7	11
47	CS(=O)(=O)Nc1ccc2c(c1)nc1n2CCOC1	1	3	-4	5	34	-3	18	-6	12	-52	-1
48	O=C(CN1CCCCC1)N/N=C/c1ccccc1OCc1ccccc1	-4	17	0	2	-36	-22	14	2	5	9	-19
49	Cn1c(=O)c([N+](=O)[O-])c(NCC2CCCO2)c2ccccc21 (configuration not stated)	5	-2	3	-4	-8	-15	4	0	1	22	8
50	Cc1nc2c(c(C)nn2-c2ccccc2)c(C)c1CCC(=O)NCCCOC(C)C	0	9	-11	2	10	-13	-9	-1	1	0	3

# (further entries)
no.	mol	SRC2 inh	LRH-1 inv ag	TRAIL sens C8	COUP-TFII inh	TWEAK-Fn14 inh	TROY signal inh	CF NFkB block	LMP1 NFkB inh	KKLEB cytotox	NCOA3 inh	SRC1 inh
51	COc1ccccc1C(=O)N/N=C/c1cnc2ccccc2n1	-2	-8	-2	-4	4	-25	22	1	0	6	-12
52	COc1ccc(-c2noc(-c3ccccc3C(=O)Nc3cccnc3)n2)cc1	-11	6	11	-17	19	-22	-4	2	-2	-35	-22
53	Cc1ccc(CNC(=O)c2ccc(S(=O)(=O)N3CCCCCC3)cc2)cc1	11	-17	-9	-9	13	-3	3	1	5	2	5
54	COc1ccc(S(=O)(=O)N2CCc3ccccc3C2)cc1OC	-7	-18	-18	-5	7	4	10	0	-4	-5	-20
55	O=C(NCCc1ccc(C(F)(F)F)cc1)C1CCC(=O)N(CCc2cccc(F)c2)C1 (configuration not stated)	-9	-12	8	1	5	-34	4	-12	-14	-11	-13
56	COc1ccc2c(c1)CCc1c(C(=O)N3CCCCCC3)noc1-2	-31	-137	-17	-21	1	-48	-3	-18	9	-107	-96

# Entries shown so far that have an aryl methoxy group:
no.	mol	SRC2 inh	LRH-1 inv ag	TRAIL sens C8	COUP-TFII inh	TWEAK-Fn14 inh	TROY signal inh	CF NFkB block	LMP1 NFkB inh	KKLEB cytotox	NCOA3 inh	SRC1 inh
1	COc1cc(/C=C2/C(=N)N3OC(C)=CC3=NC2=O)ccc1OC(=O)c1ccco1	4	7	4	5	4	5	9	8	-15	-4	-22
3	COc1ccc(CNc2ncc(-c3cccc([N+](=O)[O-])c3)n2C)c(OC)c1OC	8	-3	6	-2	-9	12	-4	-1	-2	4	1
16	COc1ccc(CCNc2oc(-c3ccccc3OC)nc2C#N)cc1OC	-12	13	-26	-16	-17	12	8	5	1	-7	13
28	CCCN(CCC)CCCNC(=O)C1c2cc(OC)c(OC)cc2C(=O)N(C)C1c1cccnc1 (configuration not stated)	-1	5	-9	13	10	-3	2	2	10	19	16
32	COc1ccc(Cl)cc1NC(=O)CN(C)C(=O)C1COc2ccccc2O1 (configuration not stated)	11	-31	-4	19	18	-2	6	-2	4	11	-6
37	COc1ccc(NC(=O)/C(C#N)=C/c2cc(C)n(-c3ccc(N4CCOCC4)c([N+](=O)[O-])c3)c2C)cc1	19	19	27	-12	79*	38	11	44*	-11	5	-1
39	COc1cc2c(cc1OC)CN(C(=O)CN1C(=O)c3ccc([N+](=O)[O-])cc3C1=O)CC2	-20	-8	-1	10	-6	-13	-7	-6	23	16	1
43	COc1cc(C(C)=O)ccc1OCC(=O)Nc1cc(C)on1	-47	-55	-12	-28	-8	-45	-2	-8	-11	-28	-57
51	COc1ccccc1C(=O)N/N=C/c1cnc2ccccc2n1	-2	-8	-2	-4	4	-25	22	1	0	6	-12
52	COc1ccc(-c2noc(-c3ccccc3C(=O)Nc3cccnc3)n2)cc1	-11	6	11	-17	19	-22	-4	2	-2	-35	-22
54	COc1ccc(S(=O)(=O)N2CCc3ccccc3C2)cc1OC	-7	-18	-18	-5	7	4	10	0	-4	-5	-20
56	COc1ccc2c(c1)CCc1c(C(=O)N3CCCCCC3)noc1-2	-31	-137	-17	-21	1	-48	-3	-18	9	-107	-96

# High-throughput results (PubChem)
